aSyn tox rescue: inhibitors of alpha-synuclein toxicity in yeast | S. cerevisiae alpha-synuclein toxicity rescue, BacTiter-Glo growth, 24 h | Potency, µM (titrated, usually from 46.1 µM), for inactives: at the top dose growth rescue (activation), actives largely listed as activators | 0.02% of 94,000 active; active means well fitted activation curve with a large enough effect; inconclusive means small, poorly fitted or top-dose-only effect; further: 0% is about no effect
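Growth restoration measured by BacTiter-Glo luminescence after 24 hr at 30 deg C; alpha-synuclein yeast, raffinose-pregrown to mid-log, were added at OD600=0.02 in galactose medium onto pinned compounds.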
Starred values were filed as active, the others as inactive; u = inconclusive; [ ] = remark or other dose. Potency means the concentration at half of the fitted maximal effect. A portion of the library; rates above refer to the full screens.

SMILES	aSyn tox rescue
COc1ccccc1CNC(=O)CCCn1nc(C)n2ccnc2c1=O	3%
CCOc1ccc(C2CC(=O)Nc3nc(SCc4ccccc4C)[nH]c(=O)c32)cc1OC (stereo unspecified)	1%
CCOc1ccc(CNC(=O)C2CCN(S(=O)(=O)c3c(C)noc3/C=C/c3ccc(C)cc3)CC2)cc1OC	3%
Cc1ccc(O)c(C(=O)c2cc(C#N)c(=O)n(-c3nccs3)c2)c1	0%
CC(C)Cn1cc(NC(=O)N2CCN(c3cccc(C(F)(F)F)c3)CC2)c2ccccc2c1=O	-6%
COc1ccc(-c2c(C)nn3c(N4CCN(c5ccccc5)CC4)cc(C)nc23)cc1OC	-3%
COC(=O)c1cc(C(=O)N2CCc3ccccc32)cc([N+](=O)[O-])c1	-1%
CCOc1ccc(Cn2nnc(C(=O)NCc3ccc(OC)cc3)c2N)cc1	1%
COC(=O)c1cc(=O)n(Cc2ccc3c(c2)OCO3)c(=Nc2ccc(F)cc2)s1	-3%
CCOC(=O)[C@@H](NC(=O)CC[C@H]1O[C@@H](n2cc(C)c(=O)[nH]c2=O)C[C@@H]1O)C(C)C	4%

Reprinted from the part before: 2 entries, followed by the next part.
SMILES	aSyn tox rescue
COC(=O)c1cc(=O)n(Cc2ccc3c(c2)OCO3)c(=Nc2ccc(F)cc2)s1	-3%
CCOC(=O)[C@@H](NC(=O)CC[C@H]1O[C@@H](n2cc(C)c(=O)[nH]c2=O)C[C@@H]1O)C(C)C	4%
O=c1c2ccccc2c(C=Nc2ccccc2O)c(O)n1-c1nccs1	1%
Cc1ccc(/C=C/C(=O)NCCCn2ccnc2)cc1	-4%
O=C(O)/C=C\C(=O)Nc1cccc(C(=O)Nc2cccc(O)c2)c1	-6%
COCCn1c(SCC(=O)Nc2cc(C)on2)nnc1C(C)C	-3%
CC(Oc1ccc(S(=O)(=O)N2CCCC2)cc1[N+](=O)[O-])C(=O)N(C)c1ccccc1 (stereo unspecified)	-4%
COc1ccc2oc(-c3ccc(C)c(NC(=O)Cc4ccc(Cl)cc4)c3)nc2c1	-3%
CC1=C(C(=O)N(C)C)CC(CC(=O)NC(c2ccccc2)c2ccccc2)C(=O)N1Cc1ccc(F)cc1 (stereo unspecified)	10%
CCc1nc2ccccc2n1CCCCOc1ccc(Cl)cc1	-3%
Cc1ccc(NC(=O)C2CCN(c3nc4ccccc4nc3C(F)(F)F)CC2)cc1F	9%
COc1ccc(C(=O)Nc2nnc(S(=O)(=O)N3CCOCC3)s2)cc1	-6%

In the list so far, 7 have an aryl methoxy group:
SMILES	aSyn tox rescue
COc1ccccc1CNC(=O)CCCn1nc(C)n2ccnc2c1=O	3%
CCOc1ccc(C2CC(=O)Nc3nc(SCc4ccccc4C)[nH]c(=O)c32)cc1OC (stereo unspecified)	1%
CCOc1ccc(CNC(=O)C2CCN(S(=O)(=O)c3c(C)noc3/C=C/c3ccc(C)cc3)CC2)cc1OC	3%
COc1ccc(-c2c(C)nn3c(N4CCN(c5ccccc5)CC4)cc(C)nc23)cc1OC	-3%
CCOc1ccc(Cn2nnc(C(=O)NCc3ccc(OC)cc3)c2N)cc1	1%
COc1ccc2oc(-c3ccc(C)c(NC(=O)Cc4ccc(Cl)cc4)c3)nc2c1	-3%
COc1ccc(C(=O)Nc2nnc(S(=O)(=O)N3CCOCC3)s2)cc1	-6%

(list continues)
SMILES	aSyn tox rescue
NS(=O)(=O)c1ccc(CCNC(=O)c2ccc(C(=O)c3ccccc3)cc2)cc1	-15%
COc1ccc(NC(=O)Cn2c(=O)n(-c3ccccc3)c(=O)c3ccc(C(=O)NCc4ccc5c(c4)OCO5)cc32)cc1	-4%
COc1cccc(NS(=O)(=O)c2ccc3c(c2)NC(=O)C(C)C(=O)N3)c1 (stereo unspecified)	5%
COc1ccccc1-c1ccc2nnc(SCC(=O)N3CCCC3)n2n1	-13%
O=C(Nc1cnn(Cc2ccc(F)cc2)c1)c1cc(-c2ccco2)on1	5%
CC1(C)CC(=O)C=C(Nc2ccc(C(=O)O)c(O)c2)C1	-1%
Cn1cc(CN2CCC(C(O)c3cccs3)CC2)c(-c2ccccc2F)n1 (stereo unspecified)	-2%
Cc1ccc(C)n1-c1c(C(=O)NCCC(C)C)sc2ncccc12	-12%
Cc1ccc(C(=O)NNc2ncnc3ccccc23)cc1	-5%
Cc1ccc(C)c(NC(=S)NNC(=O)c2ccc(Br)o2)c1	-12%
O=C(CSc1nc(=O)[nH]c2c1CCC2)NCc1ccccc1	0%
Cn1cc(SCC(=O)Nc2ccc3c(c2)OCO3)c2ccccc21	-8%
CC(C)(C)c1ccc(C(=O)Nc2ccc3c(c2)CCCN3C(=O)c2cccs2)cc1	6%
COc1ccc(/C=C/c2nc(C#N)c(N3CCCCCC3)o2)cc1OC	-12%
CN(CC(=O)Nc1cccc(F)c1)C(=O)C1=COCCO1	1%
COc1ccc(S(=O)(=O)N(CCc2ccccc2)CC(=O)NCc2ccccc2)cc1	0%
CCOc1ccccc1N1CCN(Cc2cn[nH]c2-c2ccc(F)cc2)CC1	11%
COc1cccc(C(=O)NNC(=O)c2ccccc2-n2cccc2)c1	7%
N#C/C(=C\c1c(Cl)cccc1Cl)c1nn(-c2ccccc2)c(-n2cccc2)c1C#N	-10%
CC(C)(C)S(=O)(=O)/C(C#N)=C/Nc1ccccn1	2%
COc1ccc(CCCc2nnc(SCC(=O)Nc3ccc(F)cc3)o2)cc1C	-2%
O=C(CN1CCSc2ccccc21)N1CCN(c2ccccc2)CC1	11%
O=C(Nc1ccc(C(F)(F)F)cc1)C1CCN(c2cnccn2)CC1	-2%
O=C(NNC(=S)Nc1ccccc1Cl)C1CC1	2%
CCn1c(C(=O)N2CCC(C(=O)N3CCN(c4ccc(OC)cc4)CC3)CC2)cc2sccc21	5%
O=C(COC(=O)/C=C/c1ccccc1)Nc1ccccc1Br	-1%
CCC/C=C/c1ccc(CN2C(C(C)C)C(=O)N(Cc3cn(CCC4OCCCO4)nn3)CCS2(=O)=O)cc1 (stereo unspecified)	u
CCOC(=O)COc1ccc(F)cc1C(=O)c1ccn2nc(-c3ccc(Cl)cc3)cc2n1	-2%
Cn1c(SCC(=O)c2ccccc2)nnc1-c1ccccn1	6%
COc1ccccc1CNC(=O)c1c2c(nc3ccccc13)C(=O)N(C1CCCCC1)C2	-2%
NS(=O)(=O)c1ccc(CCNC(=O)c2ccc3nc(CCc4ccccc4)oc3c2)cc1	-8%
CCCc1cc(=O)oc2cc(C)c3c(-c4ccccc4)coc3c12	-3%
Fc1cccc(-c2nnn3c2nc(NC2CCCCC2)c2ccccc23)c1	3%
Cc1cc(=O)n(C(C)C(=O)N2CCCc3ccccc32)c2c1c(C)nn2-c1ccccc1 (stereo unspecified)	-19%
CN(C)N1C(N)=C(C#N)C(c2cccs2)C2=C1CC(C)(C)CC2=O (stereo unspecified)	-9%
COc1ccccc1NC(=O)CCc1nc2sc3c(c2c(=O)[nH]1)CCCC3	2%
CCc1cccc(NC(=O)Cn2nc(CC)n3c(cc4cc(C)ccc43)c2=O)c1	-2%
COc1ccc(CCNC(=O)c2ccc(S(=O)(=O)N(C)c3ccccc3)cc2)cc1OC	7%
O=[N+]([O-])c1cc(/C=N/Nc2nc(N3CCCCC3)nc(N3CCCCC3)n2)ccc1O	17%
CCOc1ccc(CNC(=O)c2ccc(NC(=O)N3CCSc4ncccc43)cc2)cc1	-1%
COc1cc(OC)cc(N2C(=O)N(Cc3ccc(C(C)(C)C)cc3)c3ccccc3S2(=O)=O)c1	6%
COCCCNc1nc2c(-c3ccccc3)nnn2c2ccccc12	-1%
Cc1nc(NC(=O)C2CC2)sc1C(=O)NC1CCCCC1	6%
Cc1ccc(S(=O)(=O)N2CCCc3cc(NC(=O)c4ccc(C(C)(C)C)cc4)ccc32)cc1	-9%
O=C(O)CCCC(=O)N1CCc2cc(S(=O)(=O)NCc3ccccc3)ccc21	-3%
O=C(CSc1nc2c(oc3ccccc32)c(=O)[nH]1)Nc1cccc(Cl)c1	-5%
CCc1nc(N[C@H](C(=O)O)C(C)C)c2oc3ccccc3c2n1	-10%
CCOC(=O)C1=C(C)NC(C)=C(C(=O)OCC)C1c1cccc([N+](=O)[O-])c1	1%
COCC1CCN(Cc2cn(C)nc2-c2cccc(Cl)c2)C1 (stereo unspecified)	2%
NC(=O)c1nn2c(C(F)(F)F)cc(-c3ccc(Br)cc3)nc2c1Cl	1%

The final two entries of the part before lead into the next:
SMILES	aSyn tox rescue
COCC1CCN(Cc2cn(C)nc2-c2cccc(Cl)c2)C1 (stereo unspecified)	2%
NC(=O)c1nn2c(C(F)(F)F)cc(-c3ccc(Br)cc3)nc2c1Cl	1%
CCOC(=O)c1c(C)n(-c2ccccc2)c2ccc(OC(=O)c3cccc(Cl)c3)cc12	-3%
CN(C)S(=O)(=O)c1ccc(Cl)c(NC(=O)COC(=O)c2ccc(O)cc2)c1	6%
COc1ccc(OCC(=O)N(Cc2cccs2)c2ccc(OC)cc2)cc1	11%
CCOc1ccc2nc(Cl)c(C3CC(c4ccc(C)cc4)=NN3C(=O)CCC(=O)O)cc2c1 (stereo unspecified)	10%
CCc1ccc(S(=O)(=O)c2cn(Cc3ccccc3F)c3cc(OC)c(OC)cc3c2=O)cc1	5%
Cn1nc(-c2ccc(C(=O)Nc3ccc(F)cc3)cc2)c2ccccc2c1=O	1%
Cc1ccc(NC(=O)Nc2ccc(F)c(Cl)c2)cc1	-13%
c1ccc(-c2ccc(OCCCNC3CCCC3)cc2)cc1	1%
CCOc1ccccc1Nc1ccc2cc(S(=O)(=O)N3CCCCC3)ccc2n1	5%
Cc1ccc(CSc2nc(=O)c3c(C)cc(C)nc3n2C2CC2)cc1	-4%
CCc1ccc(NC(=O)CSc2nc(-c3cccc(OC)c3)nc3c2Cc2c(CO)cnc(C)c2O3)cc1	-3%
COc1cccc(Cn2cc(S(=O)(=O)c3ccc(C)cc3)c(=O)c3cc4c(cc32)OCO4)c1	0%
O=[N+]([O-])c1ccc(S(=O)(=O)Nc2ccc(-c3ccc(N4CCOCC4)nn3)cc2)cc1	-7%
CCC(CC)C(=O)Nc1cccc(-c2nc3cccnc3s2)c1C	-3%
COc1cc(NC(=O)c2cc3c(=O)n(C)c4ccccc4c3n2C)cc(OC)c1OC	0%
COc1ccc(CNC(=O)CCc2c(C)nn(-c3ccc(N4CCCCC4)nn3)c2C)cc1	-5%
CN(C)c1ccc(NC(=O)CN2CCN(CC(=O)Nc3ccc(Br)cc3)CC2)cc1	4%
c1cc(-c2nsc(-c3ccncc3)n2)ccn1	17%
Nn1cnc2scc(-c3ccco3)c2c1=O	12%
COc1cc(S(=O)(=O)N(Cc2cccnc2)Cc2cccc(OC)c2OC)ccc1-n1cnnn1	6%
COc1cc(C=Cc2nnc3c4ccccc4cnn23)cc(OC)c1OC	1%
CSc1cccc(NC(=O)Cn2ncn3c(cc4ccccc43)c2=O)c1	8%
COc1ccc(N2CCN(C(=O)c3cnc(SC)nc3C)CC2)cc1	7%
Cc1cn([C@H]2C[C@H](O)[C@@H](CNC(=O)[C@H]3CCC(=O)N3)O2)c(=O)[nH]c1=O	-2%
CCN1CCN(C(=O)CCNC(=O)Cn2cnc3ccccc3c2=O)CC1	-2%
O=S(=O)(c1ccc(Br)cc1)N1CCC(c2nc3ccccc3[nH]2)CC1	10%
CCOc1ccc(C(=O)Nc2ccc(S(=O)(=O)Nc3nc(C)cc(C)n3)cc2)cc1OC	-2%
CCOc1ccccc1NC(=O)/C=C/c1ccc(S(=O)(=O)N2CCOCC2)cc1	-1%
COc1ccccc1CNCC(=O)Nc1ccc(C#N)cc1	5%
O=C(/C=C/C(=O)N1CCc2ccccc2C1)N1CCc2ccccc2C1	-6%
Cc1ccc(C(C#N)=Cc2ccc3c(c2)OCO3)cc1	0%
CC(C)(C)c1ccc(C(=O)N2CCC(c3nc4ccccc4o3)CC2)cc1	6%
CC(C)c1ccc(NC(=O)c2cc(S(=O)(=O)NCCC3=CCCCC3)ccc2F)cc1	20%
CC(=O)Nc1cccc(NC(=O)c2cc3c(=O)n4cccc(C)c4nc3n2C)c1	-9%
O=C(Nc1cc([N+](=O)[O-])ccc1N1CCCC1)c1ccco1	0%
CCOc1ccccc1N(CC(=O)Nc1cccnc1)S(=O)(=O)c1ccc(C)cc1	6%
CC(Sc1nnc(CNC(=O)c2ccco2)n1C)C(=O)Nc1nccs1 (stereo unspecified)	-6%
COc1cc(NS(=O)(=O)c2ccc(NC(=S)NC(=O)c3ccc(F)cc3)cc2)nc(OC)n1	1%
CC(Oc1ccc(Br)cc1)C(=O)Nc1cc(S(=O)(=O)N2CCOCC2)ccc1N1CCCC1 (stereo unspecified)	-3%
Cc1ccc(CNC(=O)C(C)n2c(=O)cc(-c3ccccc3)c3c(C)nn(C)c32)cc1 (stereo unspecified)	0%
Cn1c(SCC(=O)NC2CCCCC2)nc2c(c1=O)SCC2	2%
Cc1ccccc1C(=O)Nc1cccc(C(=O)OCc2cc(=O)n3ccsc3n2)c1	-3%
O=[N+]([O-])c1ccc(C(O)CNC(=S)Nc2ccccc2)cc1 (stereo unspecified)	4%
COC(=O)CN(c1cc(Cl)ccc1OC)S(=O)(=O)c1ccc(C)cc1	6%
Cc1cccc2c(=O)cc(CSc3ccccc3NC(=O)C(C)(C)C)[nH]c12	-7%
O=C(COc1cccc2cccnc12)N/N=C/c1cccn1-c1ccc(F)cc1	-36%[inhibitor]
O=C(NC1CCN(Cc2ccccc2)CC1)c1ccc2c(c1)[nH]c(=O)n2Cc1ccc(F)cc1	3%
CCOC(=O)Nc1csnn1	9%
COc1cc(/C=N/NC(=O)c2cccc([N+](=O)[O-])c2)ccc1OC(=O)c1ccco1	-7%
CCN(CC)S(=O)(=O)c1ccc2c(c1)c(=O)c(C(=O)NCc1ccc(Cl)cc1)cn2C	-2%
O=C(Nc1ccccc1)c1ccc(-c2ccc(F)cc2)s1	9%
O=C(O)C1OC2OC3(CCCCC3)OC2C2OC3(CCCCC3)OC12 (stereo unspecified)	0%
CCOc1ccccc1NC(=O)CN(C)S(=O)(=O)c1ccc(C(=O)N2CCOCC2)s1	-6%

High-throughput results (PubChem BioAssay)
